Bioassay records deposited in PubChem by Southern Research Specialized Biocontainment Screening Center.
H1N1 NS1A inhibition = H1N1 influenza NS1A inhibitors, functional cell based assay (AID 504329) | inhibition, % at 12.5 µM; hits with a dose series show IC50 in µM | NS1A functional cell-based assay, percent inhibition; higher % means a stronger effect | actives 0.3% (n = 340,000); in the data active = a potency from the dose series; inconclusive = inhibition above about 27% without an active follow-up result; note: strong numbers were not always called active
tuberculosis growth = growth inhibition of non-replicating M. tuberculosis (AID 488890); actives 0.39% (n = 320,000); inhibition, % at 25 µM, or IC50 in µM where a hit was titrated; Mycobacterium tuberculosis non-replicating, growth inhibition; higher % means a stronger effect; in the data active = a potency from the dose series; inconclusive = inhibition mostly from about 82% at the one dose, without a potency; inactive = the rest, 99 in 100 with inhibition below about 76%;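 note: plate controls were DMSO cells for no effect and high antibiotic wells for full effect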
inhibitors of VEEV = inhibitors of VEEV TC-83 cytopathic effect, confirmation, Vero cells (AID 588727); inhibition, % at 20 µM; hits with a dose series show IC50 in µM; actives 0.13% (n = 350,000); Vero cells, VEEV TC-83 cytopathic effect inhibition; higher % means a stronger effect; in the data active = a potency from the dose series; inconclusive = inhibition mostly from about 14% at the one dose, without a potency; inactive = the rest, 99 in 100 with inhibition below about 12%; note: strong numbers were not always called active
Salmonella PhoP GFP = PhoP regulon inhibitors, Salmonella typhi PhoP promoter GFP reporter, confirmatory (AID 1850). Salmonella Typhi PhoP-promoter GFP reporter, fluorescence, 4 h; higher % means a stronger effect. inhibition, % at 50 µM, or IC50 in µM where a hit was titrated. actives 0.33% (n = 310,000); in the data active = a potency from the dose series; inconclusive = inhibition mostly from about 25% at the one dose, without a potency; inactive = the rest, 99 in 100 with inhibition below about 19%;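 note: 0% = induced wells with vehicle and 100% = uninduced wells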
M. tuberculosis HTS = M. tuberculosis growth inhibition, HTS (AID 449762) | inhibition, % at 25 µM, or IC50 in µM where a hit was titrated | actives 0.59% (n = 330,000) | M. tuberculosis H37Rv growth inhibition, 7H9 media; higher % means a stronger effect; in the data active = a potency from the dose series; inconclusive = inhibition above about 70% without an active follow-up result;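 note: bacterial growth assessed after seven days of incubation; strong numbers were not always called active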
inhibitors of VEEV 10K pilot screen = second read-out of inhibitors of VEEV, no call of its own (marks repeat the call); inhibition, %; measured here: 10K pilot screen inhibition
An asterisk follows results filed as active; i = inactive; ? = inconclusive; . = no result given; & = joins results of further samples.

SMILES | H1N1 NS1A inhibition | tuberculosis growth | inhibitors of VEEV | Salmonella PhoP GFP | M. tuberculosis HTS | others
Cc1cc(C(=O)N2CCc3c([nH]c4ccccc34)C2c2c(F)cccc2Cl)no1 (centres undefined) | 4% | 7% | 2.7% | -5% | 38%
COC(C/C=C\C(=O)COCc1ccccc1)OC | . | 21% | . | -1% | -4%
O=C(CN1C(=O)c2ccccc2C1=O)Nc1ccc(S(=O)(=O)N2CCOCC2)cc1 | 0% | -14% | i | -1% | -6%
CC(C)(C)c1ccc(C(=O)NCCC(=O)NCc2cccs2)cc1 | -2% | 17% | 2.2% | 1% | 3%
CCCCCCCCCC(=O)N[C@@H]1c2cc(OC)c(OC)cc2C[C@H]1OCc1ccccc1 | 12% | . | >25µM* | . | .
COCC(=O)Nc1nc(-c2ccc(C)cc2)c(C)s1 | -6% | 2% | 0.2% | -10% | -3%
COc1ccc(NC(=O)Cn2cnc3c(nnn3-c3ccc(C)cc3)c2=O)cc1 | . | 3% | . | -1% | 5%
COc1ccc(OC)c(NC(=O)CN(C)CC(=O)Nc2ccccc2Br)c1 | -11% | -6% | 2.8% | -9% | -1%
COc1ccccc1CCNC(=O)C(=O)NCC1OCCN1S(=O)(=O)c1cccs1 (centres undefined) | -11% | 20% | 7.6% | -1% | -3%
COc1ccc(OC)c(-n2c(-c3cccc(O)c3)n[nH]c2=S)c1 | 3% | -5% | i | -9% | 2%
Cc1ccc(/C=N/NC(=O)Cn2nnc(N)n2)o1 | . | 3% | 0.2% | 6% | 0%
COc1ccc(NC(C)=O)cc1NC(=O)c1ccc(C#N)cc1 | -12% | 2% | 1.5% | -9% | -10%
CCCOc1ccc(CSC(=N)N)cc1C(=O)OC | 0% | -7% | 0.5% | 17% | -8%
CCN(CC(=O)Nc1c(F)cccc1F)C(=O)CCNC(=O)c1ccc([N+](=O)[O-])cc1 | -3% | -9% | 1.0% | 3% | -11%
Cc1ccc(S(=O)(=O)Nc2nc3ccccc3nc2NCc2ccc3c(c2)OCO3)cc1C | -7% | -21% | 0.7% | 2% | 5%
COc1ccc(NC(=O)c2nc[nH]c2C(=O)N2CCC(C)CC2)cc1 | 6% | 26% | 0.2% | -14% | -1%
Cc1csc2nnc(N)n12 | 6% | -12% | 0.7% | 3% | -6%
Cc1cccc(NC(=O)COc2ccccc2)c1 | 0% | ? | 7.4% | -3% | 60%
CCOc1ccc2nc(SCC(=O)N(C)C)[nH]c2c1 | 0% | ? | 0.3% | -9% | -5%
CCN(CC(=O)Nc1ccc(NC(C)=O)cc1)C(=O)c1ccc2c(c1)OCO2 | 3% | -8% | 0.1% | . | -4%
C[C@@H]1O[C@@H](O[C@@H]2C(=O)c3c(O)cc(O)cc3O[C@H]2c2ccc(O)c(O)c2)[C@H](O)[C@H](O)[C@H]1O | -1% | -9% | 0.3% | . | -19%
COc1ccc2nc(N=Nc3ccc(O)c4ccccc34)sc2c1 | -3% | ? | 13% | -6% | ?
CC(C)(C)Oc1ncc(Br)c(OC(C)(C)C)n1 | 0% | -19% | 1.0% | -3% | 0%
CCCCC(=O)NC(=S)Nc1cc([N+](=O)[O-])ccc1OC | 8% | 78% | 0.5% | 3% | ?
COCCNC(=O)/C(=C/c1ccccc1Cl)c1ccccc1 | 6% | 9% | 0.1% | -2% | -8%
O=S(=O)(Nc1ccncc1Cl)c1ccccc1 | 0% | 9% | 1.0% | -9% | -1%
COc1ccc(-c2cc(NCc3ccccn3)n3ncnc3n2)cc1 | 8% | . | 2.5% | 10% | 66%
CC(=O)NCCn1c(SCC(=O)OCc2ccccc2)nc2ccccc2c1=O | -4% | -1% | i | -7% | 0%
COc1ccc(CCC2(C)NC(=O)N(C(C)C(=O)N3c4ccccc4CC3C)C2=O)cc1 (centres undefined) | -13% | 16% | 3.5% | . | -5%
O=C(COC(=O)CNC(=O)c1ccccc1)NCCNC(=O)COC(=O)CNC(=O)c1ccccc1 | -7% | -14% | 0.1% | . | 8%
COc1cccc(-n2c(SCC(=O)NC3CCCCC3)nc3n[nH]c(C)c3c2=N)c1 | 4% | 27% | 13% | 7% | 2%
CCN1CCc2c(sc(N)c2C(N)=O)C1 | 0% | -8% | 0.2% | -14% | -2%
Clc1cccc(Nc2nc(N3CCOCC3)nc(N3CCOCC3)n2)c1 | -4% | 2% | i | -7% | -4%
CC1CCCC(NC(=O)CN2C(=O)c3cccnc3Oc3ccc(Cl)cc32)C1C (centres undefined) | -3% | 29% | 1.4% | -8% | 7%
COc1cc(C(=O)NC2=NCCS2)ccc1OCc1c(C)noc1C | -1% | 10% | 2.3% | -6% | 1%
Cc1cc(C)c2c(N)c(C(=O)NC3CC3)sc2n1 | -3% | -7% | 7.6% | 2% | -7%
O=C(NCC1CCOCC1)c1ccc2nc(Cc3cccc(Cl)c3)oc2c1 | 7% | 18% | 7.5% | -7% | 1%
CCC1=NN(C(=O)CCc2ccccc2O)C(O)(C(F)(F)F)C1 (centres undefined) | -8% | 52% | 0.6% | 12% | 3%
COc1ccc(-n2cnc3sc(-c4ccccc4)cc3c2=O)cc1 | -5% | 11% | i | -1% | 5%
CC(OC(=O)c1ccccc1OCc1ccc(Cl)cc1)C(N)=O (centres undefined) | -9% | 22% | 0.7% | -38% | 1%
COc1ccc2[nH]cc(CCNS(=O)(=O)c3ccc(F)cc3)c2c1 | 1% | 21% | 1.9% | -17% | -4%
COc1ccc(-c2nc3ccccc3c(=O)n2CCOc2c(C)cccc2C)cc1 | 3% | 19% | 1.8% | 5% | 7%
CCOC(=O)CCc1c(C)c2ccc(OCC(=O)OC(C)C)cc2oc1=O | 5% | ? | 1.8% | 3% | 27%
COc1ccc(C(=O)Nc2nc(N)n(-c3ccccc3)n2)cc1 | -5% | -12% | 0.4% | -9% | 2%
O=C(CSc1nnc(-c2ccccc2)c(-c2ccccc2)n1)N1CCOCC1 | -11% | 6% | 1.4% | -16% | -2%
CCC(C)Sc1cc(C)c(C#N)c2nc3ccccc3n12 (centres undefined) | -20% | 38% | 8.2% | -3% | 2%
Cc1oc2c(c1C(=O)NCc1cccnc1)C(=O)c1ccccc1C2=O | . | . | . | 13% | 9.8µM*
COc1ccc(OCC(=O)Nc2ccc(NC(=O)c3cccs3)c(OC)c2)cc1 | 0% | -6% | 0.3% | 9% | -5%

Molecules above that have a furan ring, fused or not (2):
SMILES | H1N1 NS1A inhibition | tuberculosis growth | inhibitors of VEEV | Salmonella PhoP GFP | M. tuberculosis HTS | others
Cc1ccc(/C=N/NC(=O)Cn2nnc(N)n2)o1 | . | 3% | 0.2% | 6% | 0%
Cc1oc2c(c1C(=O)NCc1cccnc1)C(=O)c1ccccc1C2=O | . | . | . | 13% | 9.8µM*

The results go on:
SMILES | H1N1 NS1A inhibition | tuberculosis growth | inhibitors of VEEV | Salmonella PhoP GFP | M. tuberculosis HTS | others
CCc1ccc(NC(=S)N(CCCN2CCOCC2)Cc2ccco2)cc1 | -15% | 9% | 0.9% | 3% | -10%
O=C(Nc1nccs1)c1ccc(-c2ccc(Cl)cc2)o1 | 10% | i | 2.6% | 17% | ?
CC(C)(C)OC(=O)Nc1ccc([C@@H](NC(=O)OC(C)(C)C)C(=O)OC(C)(C)C)cc1 | -13% | -4% | 2.1% | . | -9%
COc1ccc(NS(=O)(=O)c2cc(OCC(N)=O)c(C)cc2Cl)cc1 | 2% | 15% | 2.2% | -6% | -6%
Cn1c(=O)c2c3c(sc2n2cnnc12)CCC3 | -12% | -2% | i | -5% | 5%
COc1cc2c(cc1O)[C@@H]1Cc3ccc(OC)c(O)c3CN1CC2 | 4% | 14% | 9.0% | 15% | 5%
CCOC(=O)C1CCCN(C(=O)c2cc(S(=O)(=O)Nc3ccccc3OC)ccc2C)C1 (centres undefined) | -3% | 5% | 0.2% | -2% | -3%
Cc1cc(-c2nc(C)c(C(=O)NNS(=O)(=O)c3ccc(Cl)cc3Cl)s2)no1 | -11% | -3% | 1.0% | -23% | 13%
COc1cc(/C=C/C(=O)OCC(=O)Nc2cc(S(=O)(=O)N3CCCCC3)ccc2C)ccc1O | 2% | 8% | 5.5% | -5% | -5%
CSCCC(=O)N1CCN(CC(=O)N2CCCC2)CC1 | 9% | -9% | i | 7% | -7%
COc1ccc(S(=O)(=O)N2CCC(C(=O)NC3CC(C)(C)NC(C)(C)C3)CC2)cc1 | 5% | 4% | 0.2% | 7% | 0%
Cc1cc(C2CC(=O)Nc3ccccc3S2)c(C)s1 (centres undefined) | -1% | -2% | 0.2% | 0% | 2%
Cc1ccc(CSC2=NCCN2S(=O)(=O)c2ccccc2)cc1 | 2% | 48% | 0.2% | -1% | 8%
COc1ccc(/C=C2\SC(=S)N(CCCC(=O)Nc3ccccc3C(=O)O)C2=O)cc1OC | -2% | 41% | 9.1% | -6% | 14%
COc1cc(NC(=O)CCC(=O)OCCCC(F)(F)C(F)(F)F)nc(OC)n1 | -2% | 3% | 0.6% | 9% | 9%
O=C1ON=C(c2ccccc2[N+](=O)[O-])/C1=C/c1cccc([N+](=O)[O-])c1O | -9% | 11% | 1.1% | . | -8%
COc1cc2[nH]c(C(=O)N3CC(C)OC(C)C3)cc2c(OC)c1OC (centres undefined) | 3% | 1% | 2.7% | -3% | -8%
COc1ccc(NC(=O)CSc2nnc(-c3ccoc3C)n2CC2CCCO2)cc1 (centres undefined) | 14% | 6% | 0.3% | 2% | -4%
Cn1c(C(=O)N2CCN(c3ccc([N+](=O)[O-])cc3)CC2)cc2c(=O)[nH]c3ccccc3c21 | 15% | . | 6.6% | . | .
NC(N)=N/N=C/c1c(Cl)cccc1Cl | 7%&0% | 3%&45% | 2.1% | 3%&-1% | -2%&3%
CSCCC(NS(=O)(=O)c1ccccc1F)C(=O)NCCCn1nc(C)cc1C (centres undefined) | -4% | -11% | 1.5% | 1% | -10%
CC(=O)Nc1ccc(S(=O)(=O)NC2CC(=O)N(c3ccc(C)c(C)c3)C2)cc1 (centres undefined) | -5% | 8% | 5.3% | 4% | 1%
O=C(COc1coc(CN2CCN(c3ccccc3)CC2)cc1=O)Nc1ccccc1 | 6% | 22% | 2.2% | 1% | 28%
COc1cc2sc3cc(NCCCN4CCOCC4)ccc3c(=O)c2cc1OC | 15% | 75% | 7.0% | . | ? | inhibitors of VEEV 10K pilot screen=9.4

Quoted at random: 3 records from the list
SMILES | H1N1 NS1A inhibition | tuberculosis growth | inhibitors of VEEV | Salmonella PhoP GFP | M. tuberculosis HTS | others
COc1cc2sc3cc(NCCCN4CCOCC4)ccc3c(=O)c2cc1OC | 15% | 75% | 7.0% | . | ? | inhibitors of VEEV 10K pilot screen=9.4
COc1ccc(/C=C2\SC(=S)N(CCCC(=O)Nc3ccccc3C(=O)O)C2=O)cc1OC | -2% | 41% | 9.1% | -6% | 14%
COc1cc2[nH]c(C(=O)N3CC(C)OC(C)C3)cc2c(OC)c1OC (centres undefined) | 3% | 1% | 2.7% | -3% | -8%

Some of these compounds in order of count of non-hydrogen atoms, falling.
SMILES | H1N1 NS1A inhibition | tuberculosis growth | inhibitors of VEEV | Salmonella PhoP GFP | M. tuberculosis HTS | others
Cn1c(C(=O)N2CCN(c3ccc([N+](=O)[O-])cc3)CC2)cc2c(=O)[nH]c3ccccc3c21 | 15% | . | 6.6% | . | .
CSCCC(NS(=O)(=O)c1ccccc1F)C(=O)NCCCn1nc(C)cc1C (centres undefined) | -4% | -11% | 1.5% | 1% | -10%
COc1cc2[nH]c(C(=O)N3CC(C)OC(C)C3)cc2c(OC)c1OC (centres undefined) | 3% | 1% | 2.7% | -3% | -8%

Next part
SMILES | H1N1 NS1A inhibition | tuberculosis growth | inhibitors of VEEV | Salmonella PhoP GFP | M. tuberculosis HTS | others
Cc1ccc(C(c2nnnn2Cc2cccs2)N2CCN(C(=O)c3ccco3)CC2)cc1 (centres undefined) | 4% | 53% | 9.6% | -2% | 2%
CCOc1cc(N2CCOCC2)c(OCC)cc1NC(=O)C(C)Oc1ccccc1 (centres undefined) | 17% | 13% | 7.3% | . | 10%
COC(=O)c1[nH]c2ccc(C)cc2c1NC(=O)CN1CCC(C)CC1 | -1% | 29% | 6.2% | 1% | 2%
Fc1ccccc1CNc1ccc(Cl)c(Cl)c1 | 3% | 41% | 1.5% | -6% | 14%
CC(=O)Nc1ccc(C#Cc2ccc(NC(C)=O)cc2)cc1 | -3% | -2% | 7.1% | 8% | -7%
